# Menin-MLL TR inh = inhibitors of human menin-MLL interaction, mutant MLL peptide. O00255. Menin + Texas Red MLL mutant peptide, fluorescence polarization. Potency, µM (doses to about 61.6 µM), inactives show at the highest dose FP activity change, negative = inhibition, most hits filed as inhibitors. actives 0.23% (n = 270,000). AID 1768; active = well fitted inhibition curve with a large enough effect in the polarisation, with a control signal flat, not every such curve was filed as active; inconclusive = small, poorly fitted or top-dose-only effect, or effect the other way, or a change in a side signal; inactive = no such curve, though single readings can be large or run the other way; the % refers to the polarisation; also: potency is read from the fitted curve at half-maximal effect; % of control where 0% means no effect; many of its hits are not listed in these tables
# A-T KAP1 phos = candidate therapy for ataxia-telangiectasia; […] A-T fibroblasts, KAP-1 phosphorylation AlphaLISA; neocarzinostatin DNA damage 30 min before lysis; Potency, µM (series often up to 57.5 µM), inactives show top-dose activation, usual class: activators; actives 0.19% (n = 320,000); AID 485349; also: potency is read from the fitted curve at half-maximal effect; % of control where 0% means no effect; nearly all actives have a fitted effect of over 45% in size
#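 ATM-like activity read as KAP-1 phosphorylation via AlphaLISA donor/acceptor antibody pairs after lysis and 6 hr at 25C. Cells were ATM-null patient fibroblasts ([…], hTERT), dosed 60 min, then exposed to the DSB inducer NCS for 30 min.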
# a7 integrin act = integrin-mediated muscular dystrophy alleviation activation. alpha7betagal myoblasts, beta-gal FDG fluorescence, 48 h. Potency, µM (doses to about 38.3 µM), inactives show at the top dose activation, hits mostly activators. actives 0.064% (n = 350,000). AID 624291;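 also: potency is read from the fitted curve at half-maximal effect; 100% = response of the positive control SU9516; nearly all actives have a fitted effect of over 60% in size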
#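 Alpha7betagal+/- myoblasts (passage 13) were plated 16-24 hr, then exposed to compounds (1:260 dilution of DMSO stock) for 48 hours at 37C. After MPER lysis, β-galactosidase reporter activity was read as FDG fluorescence (ex 480/em 540) after 30 minutes.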
# Mito fusion yeast = inhibitors of mitochondrial division or activators of mitochondrial fusion; S. cerevisiae fusion-defective mutant growth rescue, CellTiterGlo 48 h; Potency, µM (highest dose often 46.1 µM), for the others: at the top dose growth rescue (activation), hits mostly activators; actives 0.23% (n = 320,000); AID 485298;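 also: potency is read from the fitted curve at half-maximal effect; % of control where 0% means no effect; nearly all actives have a fitted effect of over 45% in size; temperature-sensitive fusion mutants such as fzo1-1 at 37 °C on non-fermentable ethanol glycerol medium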
#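 S. cerevisiae fusion-defective temperature-sensitive mutants (e.g. fzo1-1, mgm1-5) grown 48 h at 37C in YPEG (ethanol/glycerol non-fermentable) medium with 23 nl compound per well; growth rescue read as CellTiterGlo luminescence.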
# TSHR antag = antagonists of human thyroid stimulating hormone receptor | P16473 | TSHR-expressing cells, TSH-stimulated cAMP HTRF, 2 h; active compounds read low | activity change, negative = inhibition, % at 11.5 µM | actives 0.2% (n = 330,000) | AID 504810;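 active = activity change below a set negative limit, meaning inhibition stronger than a set level, cut at about -70% in these data; inconclusive = activity change between two set negative limits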; also: % is scaled to controls: 0 for no effect and ±100 for the full control effect
#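 Competitive HTRF cAMP read-out (cryptate anti-cAMP antibody, cAMP-d2; 30 min, room temperature) in freshly harvested TSHR cells. Compounds added before TSH at EC80 (4nM final), followed by 2 hours' incubation at 37 deg C.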
# MBNL1-CUG inh = blocks human MBNL1 binding to CUG repeat RNA; actives 0.036% (n = 280,000); Potency, µM (titrated, usually from 57.5 µM), without a hit: at the top dose activity change, negative = inhibition, hits mostly inhibitors; Q9NR56; TR-FRET MBNL1-His/biotin-(CUG)12 binding, 665/545 ratio; AID 2675; active = well fitted inhibition curve with a large enough effect in the signal ratio, with a control signal flat, not every such curve was filed as active; inconclusive = small, poorly fitted or top-dose-only effect, or effect the other way, or a change in a side signal; inactive = no such curve, though single readings can be large or run the other way; the % refers to the signal ratio; also: potency is read from the fitted curve at half-maximal effect; % is scaled to controls: 0 for no effect and ±100 for the full control effect
#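 Compounds (final 92 nM to 58 uM) are added to His-tagged MBNL1 and biotin-(CUG)12, then terbium anti-His antibody and streptavidin-XL665 (5 nM final). After 60 min at room temperature, the 665/545 nm ratio is read.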
# CXXC DNA block = inhibitors of human MLL CXXC domain-DNA interaction | Q03164 | MLL-CXXC / FITC-HOXA9 DNA fluorescence polarization | Potency, µM (titrated, usually from 115 µM), inactives show at the highest dose activity change, negative = inhibition, usual class: inhibitors | actives 0.037% (n = 290,000) | AID 2662; active = well fitted inhibition curve with a large enough effect in the polarisation, with a control signal flat, not every such curve was filed as active; inconclusive = small, poorly fitted or top-dose-only effect, or effect the other way, or a change in a side signal; inactive = no such curve, though single readings can be large or run the other way; the % refers to the polarisation; also: potency is read from the fitted curve at half-maximal effect
#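 Purified MLL-CXXC (added from a 7 uM solution) was preincubated 5 min at ambient with pinned compounds in 50 mM Tris-HCl pH 7.5, 50 mM NaCl, 1 mM DTT, 0.05% BSA. Fluorescein-labeled HOX-A9 DNA (50 nM solution) followed, 30 min, then polarization read.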
# PTAP TSG101 blk = blocks PTAP/TSG101 interaction to inhibit HIV-1 budding. AID 493005. Q99816. Potency, µM (doses to about 115 µM), without a hit: at the highest dose activity change, negative = inhibition, hits mostly inhibitors. Fluorescence polarization, FITC-PTAP peptide / Tsg101 binding. 340,000 tested, under 10 active; active = well fitted inhibition curve with a large enough effect in the main read-out, with a control signal flat, not every such curve was filed as active; inconclusive = small, poorly fitted or top-dose-only effect, or effect the other way, or a change in a side signal; inactive = no such curve, though single readings can be large or run the other way; also: potency is read from the fitted curve at half-maximal effect; % of control where 0% means no effect
#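 Fluorescence anisotropy tracks displacement of a FITC-tagged PTAP peptide (50 nM) from the Tsg101 binding domain (10 uM), following a 20 min room-temperature incubation at pH 7.5.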
# TCR activator = activators of T cell receptors. 330,000 tested, under 10 active. Potency, µM (titrated, usually from 9.22 µM), inactives show at the top dose activation of IL-2 secretion, usual class: activators. AID 504894. primary human leukocytes, anti-CD3, IL-2 HTRF, 48 h; also: % of control where 0% means no effect
#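 Compounds are tested in HTS on primary human leukocytes co-incubated with a-CD3 beads for 48 hr. IL-2 output is measured by time-resolved FRET.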
# S-ASM inh = human S-ASM enzyme inhibition; Potency, µM (series often up to 57.5 µM), without a hit: at the highest dose activity change, negative = inhibition, usual class: inhibitors; P17405; actives 0.006% (n = 340,000); placental ASM, HMU-PC fluorogenic substrate, 60 min; also: potency is read from the fitted curve at half-maximal effect
#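 Fluorescence read-out (Ex 386 nm, Em 447 nm) after stopping the reaction at pH 10. Enzyme: ASM from human placenta; substrate HMU-PC0, 9 uM final; 60 min, 37 °C. Compound preincubation 10 min, ambient temperature.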
# * = called active by the depositor; ? = inconclusive; . = not tested or not shown; [ ] = another dose, or the depositor's remark. Unless noted, calls follow the shape of the dose curve; as a rule, active = well fitted curve in the direction sought with a large enough effect; inconclusive = small, poorly fitted or top-dose-only effect, or another doubt; inactive = no such curve, though single readings can be large; an effect the other way counts as inactive or inconclusive.
SMILES,Menin-MLL TR inh,A-T KAP1 phos,a7 integrin act,Mito fusion yeast,TSHR antag,MBNL1-CUG inh,CXXC DNA block,PTAP TSG101 blk,TCR activator,S-ASM inh
Cc1cc2oc3c(c(=O)c2cc1C)C(c1ccc(C(C)C)cc1)N(CCCN1CCOCC1)C3=O (stereo not drawn),-14%,5%,-5%,20%,17,-30%,1%,-5%,-6%,-2%
Nc1ccc2nc(-c3ccccc3)cnc2c1,.,.,-8%,.,.,.,.,?,-4%,64%[activator]
CCOc1ccc(NC(=O)CN(C)C(=O)/C=C/c2ccc(S(=O)(=O)N3CCCCCC3)cc2)cc1OCC,.,15%,17%,0%,2,.,.,5%,-3%,-2%
CCc1ccc(C(C(=O)NC2CCCC2)N(C(=O)/C=C/C(=O)Nc2cc(C)on2)c2ccccc2C)cc1 (stereo not drawn),2%,-3%,-12%,1%,6,.,21%,-6%,?,-9%
Cc1ccc(C(=O)NNC(=O)Cc2csc(-c3csc(C)n3)n2)cc1,.,5%,-8%,-3%,2,.,-5%,-4%,-4%,-2%
Cc1c(Cl)cccc1NC(=O)c1ccco1,-10%,0%,26%,3%,1,1%,12%,-8%,.,4%
O=C(Oc1cc(=O)oc2c1c(=O)n1c3c(cccc23)CC1)c1ccc(F)cc1,.,0%,-9%,-6%,-7,-3%,25%,-1%,3%,4%
O=C(Nn1cnnc1)c1ccc([N+](=O)[O-])cc1Cl,.,.,-7%,.,.,.,.,-3%,0%,0%
C[N+]1=C(/C=C/Nc2ccccc2Cl)C(C)(C)c2ccccc21,?,-4%,-40%,-3%,-4,.,11%,1%,1%,-4%
O=C1c2ccccc2NC(c2ccc(O)cc2)N1/N=C/c1ccc(O)cc1 (stereo not drawn),2%,2%,-20%,-6%,-6,.,9%,-11%,1%,-1%
CCN(CC)C(=O)c1cn(C)c(=O)c2cc(OC)c(OC)cc12,-5%,.,0%,-5%,8,-5%,1%,-6%,2%,-2%
Cc1ccc(S(=O)(=O)NC2(C(=O)O)CCCCC2)cc1,4%,1%,-7%,-2%,16,-1%,2%,1%,1%,3%
CCOC(=O)C1=C(C)NC(=O)C(C(N)=O)C12CCCCC2 (stereo not drawn),7%,-5%,-20%,-3%,-5,?,2%,0%,3%,0%
CC12CC(c3ccccc3O1)C(C(=O)NCc1ccccc1)C(=O)N2 (stereo not drawn),-2%,1%,19%,-2%,12,2%,-3%,-3%,0%,-2%
O=C(Nc1ccccc1C(=O)O)c1ncn[nH]1,0%,-6%,-6%,-2%,-1,1%,-8%,-1%,-5%,8%
C=CCn1c(CSCc2ccc(C)cc2)nnc1SCC(=O)NCc1ccccc1,?,3%,-2%,3%,-8,-1%,0%,-2%,-2%,-2%
COc1cccc(NC(=O)c2ccc3snnc3c2)c1,18%,5%,-6%,7%,-10,?,-3%,0%,2%[46.1 µM],-3%
Cc1ccc(/C=C/c2ccc(=O)n(Cc3ccccc3Cl)n2)cc1,9%,-2%,-11%,?,-6,1%,18%,-6%,0%,20%
O=C(c1ccco1)N1CCN(c2c([N+](=O)[O-])nn(-c3cccc(Cl)c3)[n+]2[O-])CC1,-26%,-2%,1%,3%,1,?,2%,-1%,2%,-1%
COc1ccc(/C=N/NC(=O)c2ccc3nc[nH]c3c2)c(OC)c1OC,.,-2%,-13%,-5%,10,?,-11%,-4%,-1%,-3%
CCOC(=O)C1CCN(C(=O)COC(=O)c2ccc3c(c2)C(=O)N(c2ccc(OCC)cc2)C3=O)CC1,-8%,1%,15%,-4%,2,?,-2%,-2%,4%,0%
CCOc1ccc(NCc2nnc(SCc3ccccc3Cl)n2-c2ccccc2)cc1,-2%,-3%,-5%,-1%,12,9%,-4%,2%,-2%,-6%
CCC(NC(=O)CN1CCN(C(=O)c2cccs2)CC1)c1ccc(C)cc1 (stereo not drawn),.,3%,-3%,1%,0,.,.,-2%,3%,5%
COC(=O)c1nn(-c2ccc(OC)cc2)c(=O)cc1Sc1ccc(C)cc1,?,-3%,16%,-4%,0,24%,2%,1%,1%,-3%

# Part of the list above, as labelled records:
CCC(NC(=O)CN1CCN(C(=O)c2cccs2)CC1)c1ccc(C)cc1 (stereo not drawn)
  Menin-MLL TR inh: . | A-T KAP1 phos: 3% | a7 integrin act: -3% | Mito fusion yeast: 1% | TSHR antag: 0 | MBNL1-CUG inh: . | CXXC DNA block: . | PTAP TSG101 blk: -2% | TCR activator: 3% | S-ASM inh: 5%
COC(=O)c1nn(-c2ccc(OC)cc2)c(=O)cc1Sc1ccc(C)cc1
  Menin-MLL TR inh: ? | A-T KAP1 phos: -3% | a7 integrin act: 16% | Mito fusion yeast: -4% | TSHR antag: 0 | MBNL1-CUG inh: 24% | CXXC DNA block: 2% | PTAP TSG101 blk: 1% | TCR activator: 1% | S-ASM inh: -3%

# Further entries follow:
SMILES,Menin-MLL TR inh,A-T KAP1 phos,a7 integrin act,Mito fusion yeast,TSHR antag,MBNL1-CUG inh,CXXC DNA block,PTAP TSG101 blk,TCR activator,S-ASM inh
O=C1OC(c2ccccc2)Sc2ccccc21 (stereo not drawn),.,.,-6%,.,.,.,.,-3%,-7%,1%
COc1ccc(C(=O)NCCCN=C2NS(=O)(=O)c3ccccc32)cc1,11%,2%,127%,-5%,9,-3%,-7%,1%,-4%,6%
COc1ccccc1CNCC(c1ccccc1)c1ccccc1,?,-5%,.,-13%,-3,-3%,1%,.,.,.
CCCCCN(C(=O)CCC(=O)OCC(=O)Nc1cccc(SC)c1)c1c(N)n(CCCC)c(=O)[nH]c1=O,.,0%,16%,-2%,11,.,.,4%,-5%,-2%
CCC(=O)N1CCN(c2nc(-c3ccc(Cl)cc3)cs2)CC1,-8%,-1%,-2%,-16%,-11,7%,-5%,0%,4%[46.1 µM],-6%
CCC(CC)C(=O)Nc1cccc(C(=O)NC(C)(C)C)c1,0%,0%,-26%,3%,5,-4%,-1%,-4%,-12%,1%
C=CCNC(=O)COC(=O)c1ccccc1C(=O)N(C)C1CCCCC1,8%,-6%,0%,1%,-2,-24%,7%,-2%,-5%,-1%
COc1ccc(N(CN2C(=O)C3CCCCC3C2=O)C(=O)c2ccco2)cc1 (stereo not drawn),.,0%,2%,-1%,-3,.,-2%,-8%,7%,-5%
CCOC(=O)c1cccc(NC(=O)CCn2cccc2)c1,0%,-5%,23%,-4%,-2,3%,5%,-1%,7%,3%
Cc1nn(Cc2ccc(Cl)cc2)c(C)c1NC(=O)c1noc2c1CCCCC2,-12%,-2%,-12%[7.66 µM],-9%,-16,-1%,1%,0%,.,-2%
O=C(NCc1ccccn1)c1ccc(Cn2cc(Br)cn2)o1,-8%,3%,3%,4%,9,1%,-3%,-6%,15%,8%
CCS(=O)(=O)c1nc(S(=O)(=O)c2ccc(C)cc2)c(N2CC(C)OC(C)C2)s1 (stereo not drawn),.,5%,13%,1%,15,-7%,3%,-4%,4%,0%
O=C(CN1C(=O)NC2(CCCCCCC2)C1=O)N1CCOCC1,-11%,8%,0%,0%,-9,5%,-4%,-7%,-8%,3%
CN(Cc1ccccc1)C(=O)c1[nH]cnc1C(=O)N[C@@H](Cc1ccccc1)C(=O)OCc1ccccc1,-18%,5%,-5%,-1%,24,19%,-19%,-4%,4%,-10%
O=C(c1cccc(Cl)c1Cl)N1CCN(c2ccccn2)CC1,4%,4%,11%,4%,-1,-3%,-1%,.,.,3%
COc1ccccc1N(CC(=O)Nc1ccccc1C(=O)N1CCCC1)S(C)(=O)=O,1%,-3%,5%,1%,5,-3%,12%,-2%,8%,-16%

# Among those listed so far, these contain an NH in an aromatic ring.
SMILES,Menin-MLL TR inh,A-T KAP1 phos,a7 integrin act,Mito fusion yeast,TSHR antag,MBNL1-CUG inh,CXXC DNA block,PTAP TSG101 blk,TCR activator,S-ASM inh
O=C(Nc1ccccc1C(=O)O)c1ncn[nH]1,0%,-6%,-6%,-2%,-1,1%,-8%,-1%,-5%,8%
COc1ccc(/C=N/NC(=O)c2ccc3nc[nH]c3c2)c(OC)c1OC,.,-2%,-13%,-5%,10,?,-11%,-4%,-1%,-3%
CCCCCN(C(=O)CCC(=O)OCC(=O)Nc1cccc(SC)c1)c1c(N)n(CCCC)c(=O)[nH]c1=O,.,0%,16%,-2%,11,.,.,4%,-5%,-2%
CN(Cc1ccccc1)C(=O)c1[nH]cnc1C(=O)N[C@@H](Cc1ccccc1)C(=O)OCc1ccccc1,-18%,5%,-5%,-1%,24,19%,-19%,-4%,4%,-10%

# The list is partial; rates above refer to the full screens.
